# FAS TE block: FAS thioesterase domain inhibitors, primary screen, biochemical, fluorescence intensity, uHTS | recombinant FAS-TE, OMFH fluorogenic substrate, fluorescence endpoint | AID 602261, 2012 | inhibition, % at 15 µM | 0.67% of 360,000 active | Fatty acid synthase (Homo sapiens), P49327;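 active means compounds whose normalised, plate-corrected inhibition of enzyme fluorescence in the single-dose primary screen is 50% or more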;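 further: 0% = DMSO with enzyme and 100% = substrate without enzyme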
# Target sequence (P49327 whole entry, looked up, the tested form may be a part): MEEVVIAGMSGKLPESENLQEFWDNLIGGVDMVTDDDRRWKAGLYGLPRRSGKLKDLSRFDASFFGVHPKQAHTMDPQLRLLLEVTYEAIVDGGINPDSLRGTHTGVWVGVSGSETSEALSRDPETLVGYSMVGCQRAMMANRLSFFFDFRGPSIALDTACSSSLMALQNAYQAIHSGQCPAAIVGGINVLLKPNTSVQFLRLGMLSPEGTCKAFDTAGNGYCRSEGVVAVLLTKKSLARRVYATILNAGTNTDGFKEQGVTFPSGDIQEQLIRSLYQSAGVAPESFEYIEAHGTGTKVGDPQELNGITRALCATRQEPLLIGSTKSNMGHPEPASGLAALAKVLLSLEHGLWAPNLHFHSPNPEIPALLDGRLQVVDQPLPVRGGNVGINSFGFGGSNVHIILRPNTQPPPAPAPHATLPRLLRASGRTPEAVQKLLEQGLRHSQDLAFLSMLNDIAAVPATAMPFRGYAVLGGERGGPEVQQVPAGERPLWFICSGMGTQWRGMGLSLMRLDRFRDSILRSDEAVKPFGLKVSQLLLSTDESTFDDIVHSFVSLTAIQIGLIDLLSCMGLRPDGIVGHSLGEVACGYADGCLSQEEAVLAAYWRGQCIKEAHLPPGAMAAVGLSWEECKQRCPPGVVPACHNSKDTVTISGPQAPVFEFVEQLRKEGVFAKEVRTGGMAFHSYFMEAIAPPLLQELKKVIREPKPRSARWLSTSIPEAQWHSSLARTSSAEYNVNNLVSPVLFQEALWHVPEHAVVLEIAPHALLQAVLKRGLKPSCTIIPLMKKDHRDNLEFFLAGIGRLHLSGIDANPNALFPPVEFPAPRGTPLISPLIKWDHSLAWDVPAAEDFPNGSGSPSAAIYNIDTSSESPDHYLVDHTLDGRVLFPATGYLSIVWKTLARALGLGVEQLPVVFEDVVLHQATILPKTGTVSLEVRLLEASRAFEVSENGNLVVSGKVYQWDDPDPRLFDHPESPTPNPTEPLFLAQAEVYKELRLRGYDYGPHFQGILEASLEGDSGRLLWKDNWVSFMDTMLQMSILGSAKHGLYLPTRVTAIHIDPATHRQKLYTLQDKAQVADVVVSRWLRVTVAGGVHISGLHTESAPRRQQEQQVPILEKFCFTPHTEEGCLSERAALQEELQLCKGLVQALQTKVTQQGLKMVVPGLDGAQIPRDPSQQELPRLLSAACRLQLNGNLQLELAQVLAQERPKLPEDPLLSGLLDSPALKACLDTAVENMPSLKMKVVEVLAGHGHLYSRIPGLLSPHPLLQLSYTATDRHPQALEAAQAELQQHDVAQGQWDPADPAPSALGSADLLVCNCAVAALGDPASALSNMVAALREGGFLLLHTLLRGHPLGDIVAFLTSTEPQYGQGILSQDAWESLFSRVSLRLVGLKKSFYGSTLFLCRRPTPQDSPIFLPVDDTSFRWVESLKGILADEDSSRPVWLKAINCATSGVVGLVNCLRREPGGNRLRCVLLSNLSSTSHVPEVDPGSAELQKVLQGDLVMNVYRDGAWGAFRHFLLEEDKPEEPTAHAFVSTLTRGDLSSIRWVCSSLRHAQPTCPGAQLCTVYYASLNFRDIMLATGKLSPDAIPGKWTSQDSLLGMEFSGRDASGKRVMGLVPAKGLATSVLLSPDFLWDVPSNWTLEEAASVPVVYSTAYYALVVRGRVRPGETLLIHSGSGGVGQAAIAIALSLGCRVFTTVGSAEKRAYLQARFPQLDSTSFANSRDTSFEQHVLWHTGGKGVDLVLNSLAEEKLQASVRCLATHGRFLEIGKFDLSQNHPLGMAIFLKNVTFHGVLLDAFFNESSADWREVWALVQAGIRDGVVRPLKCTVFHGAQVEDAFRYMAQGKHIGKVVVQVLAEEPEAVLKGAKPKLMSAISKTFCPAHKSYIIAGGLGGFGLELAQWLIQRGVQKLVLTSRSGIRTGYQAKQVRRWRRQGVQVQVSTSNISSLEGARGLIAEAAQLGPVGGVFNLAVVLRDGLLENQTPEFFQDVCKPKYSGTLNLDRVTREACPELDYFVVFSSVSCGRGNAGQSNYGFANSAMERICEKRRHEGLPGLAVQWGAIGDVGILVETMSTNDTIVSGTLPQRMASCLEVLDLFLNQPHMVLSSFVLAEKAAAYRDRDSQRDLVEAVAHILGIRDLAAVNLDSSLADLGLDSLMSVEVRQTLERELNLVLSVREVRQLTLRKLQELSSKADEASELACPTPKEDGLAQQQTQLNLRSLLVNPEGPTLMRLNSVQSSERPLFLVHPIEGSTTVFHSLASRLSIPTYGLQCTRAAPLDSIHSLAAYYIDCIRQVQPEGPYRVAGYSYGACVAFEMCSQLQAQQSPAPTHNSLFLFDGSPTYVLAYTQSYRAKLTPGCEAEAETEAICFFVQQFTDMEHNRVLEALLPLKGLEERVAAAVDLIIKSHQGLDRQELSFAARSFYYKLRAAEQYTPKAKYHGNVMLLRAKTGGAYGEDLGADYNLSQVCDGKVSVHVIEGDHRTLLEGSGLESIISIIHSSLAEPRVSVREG
# CSN inh: inhibitors of CSN-mediated cullin deneddylation, primary screen, biochemical, fluorescence polarization, uHTS; COP9 signalosome complex subunit 5 (Homo sapiens), Q92905; Purified CSN, SCF-Nedd8-OG deneddylation; inhibition, % at 12.5 µM; 0.38% of 360,000 active; AID 651999, 2013;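 active means pattern-corrected inhibition above about 35%, with an unprinted fluorescence ratio check between 0.5 and 1.5, limit read from the data, passing the limit was not always enough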;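 further: 0% = enzyme with substrate and 100% = substrate without enzyme; some results filed as inactive read as strong as hits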
#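 Detection – fluorescence polarization · System – HEK293T-derived human Csn5 enzyme · Controls – substrate-only high control, full reaction low control · Timing – 90 min, room temperature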
# Neddyl block: inhibitors of cullin neddylation, primary screen, biochemical, TR-FRET, uHTS, NAE and Ubc12; NEDD8-conjugating enzyme Ubc12 (Homo sapiens) + NEDD8-activating enzyme E1 regulatory …; calls only at 25 µM; 0.58% of 360,000 active; AID 651699, 2012; in the data active means inhibition above about 36%
# MsrA inh: bovine MsrA enzyme inhibitors, primary screen, biochemical, absorbance, HTS; inhibition, % at 15.5 µM; purified bovine MsrA, absorbance read-out; 0.75% of 360,000 active; AID 651718, 2012; in the data active means inhibition above about 4.5%;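 further: 0% = vehicle wells with enzyme and 100% = reference inhibitor wells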
# Rin1-Abl PPI inh: inhibitors of Rin1-Abl protein binding, primary screen, biochemical, TR-FRET | inhibition, % at 7.35 µM | 0.4% of 360,000 active; in the data active means inhibition above about 5%, passing the limit was not always enough
# PABP1 MLLE inh: inhibitors of PABP1 MLLE–PAM2 peptide binding, primary screen, biochemical, fluorescence polarization, FITC-PAM2, GST-MLLE; 0.36% of 360,000 active; inhibition, % at 20 µM; in the data active means inhibition above about 35%, passing the limit was not always enough;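 further: plate controls were DMSO wells with GST-MLLE for no effect and wells lacking GST-MLLE protein for full effect; some results filed as inactive read as strong as hits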
# MsrA act: bovine MsrA enzyme activators, primary screen, biochemical, absorbance, HTS; AID 602163, 2012; purified bovine MsrA, absorbance read-out; 0.3% of 360,000 active; activation, % at 10.6 µM; Methionine sulfoxide reductase A (Bos taurus); in the data active means activation above about 7.5%;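 further: 0% = vehicle and 100% = reference activator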
# Tb MetRS inh: T. brucei MetRS inhibitors, primary screen, biochemical, luminescence. AID 624268, 2012. inhibition, % at 11.9 µM. methionyl-tRNA synthetase (Trypanosoma brucei brucei). 0.4% of 360,000 active. purified T. brucei MetRS, ATP depletion, Kinase-Glo luminescence;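 active means inhibition above a per-plate cutoff of the control wells' mean inhibition plus 3 SD, cut at about 5.5% in these data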;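 further: 0% = DMSO wells median and 100% = median of wells with control inhibitor compound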
#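 Assay system: T. brucei methionyl-tRNA synthetase, purified | Medium: HEPES buffer with MgCl2, KCl, DTT, spermine, BSA, pyrophosphatase | Compound: 11.9 µM single point | Incubation: 15 min enzyme-compound preincubation, 2 h reaction, 10 min detection, 25 °C | Measured by: Kinase-Glo luciferase luminescence reporting remaining unconsumed ATP | Measure: % inhibition normalized to control-well medians | Replication: Singlicate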
# eLon inh: inhibitors of E. coli Lon protease, primary screen, biochemical, fluorescence polarization | AID 602123, 2011 | purified E. coli Lon protease | inhibition, % at 7.94 µM | P0A9M0 | 0.42% of 360,000 active; in the data active means inhibition above about 13%, passing the limit was not always enough;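 further: 0% = enzyme with probe and DMSO and 100% = no enzyme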
# Starred values were filed as active, the others as inactive; i = inactive; nt = not tested or not shown; + = active, no number. Rows are unselected; overall some 4% were active at least once.
compound	FAS TE block	CSN inh	Neddyl block	MsrA inh	Rin1-Abl PPI inh	PABP1 MLLE inh	MsrA act	Tb MetRS inh	eLon inh
COc1ccc(-n2cc(-c3ccccc3)nc2SC)cc1	19	-3	i	-0.2	-1	-12	-1	-0.1	0
NC(=O)c1cc(S(=O)(=O)N2CCN(c3cccc(Cl)c3)CC2)cs1	-6	-2	i	-0.5	0	-1	-12	-0.6	-8
Nc1c(C(=O)c2ccccc2)sc(Nc2ccccc2)c1S(=O)(=O)c1ccccc1	39	3	i	2.6	1	7	-10	-0.4	-11
Cc1ccc(NC(=O)CS(=O)CC(=O)N(c2ccccc2F)C(C)C(=O)NC2CCCC2)cc1 (centres undefined)	-4	5	i	-1.6	3	-24	-1	0.0	5
CCOC(=O)c1c(NC(C)=O)sc2c(OC)cccc12	-1	0	i	0.3	0	16	-5	0.7	-2
COc1ccc(-c2noc(N(C)CC(=O)Nc3cccc(C(F)(F)F)c3)n2)cc1	36	-4	i	-0.3	2	-4	-2	0.4	-4
O=C(CSc1cccc[n+]1[O-])Nc1ccc([N+](=O)[O-])cc1Cl	2	-2	i	0.4	-8	7	-2	0.2	4
COc1ccc(CNC(=O)C(=O)NCC2CCCN2S(=O)(=O)c2cccs2)cc1 (centres undefined)	-2	0	i	-1.7	-2	-6	-3	-0.1	-6
CC(=O)N[C@H]1C(O)O[C@H](CO)[C@@H](O)[C@@H]1O (some centres undefined)	2	-4	i	-0.3	1	-4	-1	-0.3	-7
COc1ccc(-c2coc3cc(OC)ccc3c2=O)cc1	0	-1	i	0.4	-3	-16	-7	-2.4	-6
CCOC(=O)C(C(=O)OCC)C(Nc1cccc(Br)c1)c1ccccc1 (centres undefined)	24	-2	i	-0.4	3	-2	0	-0.2	7
Cc1ccc2c(c1)C1CN(C)CCC1N2S(=O)(=O)c1ccc(Oc2ccc([N+](=O)[O-])cc2)cc1 (centres undefined)	23	0	i	-1.0	2	5	-5	-0.7	0
Cc1cccc(N(C(=O)c2ccc(Cl)cc2)C2CS(=O)(=O)CC2OC(=O)c2ccc(Cl)cc2)c1 (centres undefined)	30	5	i	0.4	2	-10	-11	-1.5	1
Cc1cc2c(cc1S(=O)(=O)Nc1cccc(F)c1)n(C)c(=O)c(=O)n2C	19	-1	i	1.4	-1	-12	-4	0.6	2
NC1=CC(=O)C(=O)c2cccnc21	26	17	i	-1.2	17*	17	15*	1.1	23

# Looked up above:
# COc1ccc(-c2noc(N(C)CC(=O)Nc3cccc(C(F)(F)F)c3)n2)cc1 in FAS TE block → 36
# Cc1ccc2c(c1)C1CN(C)CCC1N2S(=O)(=O)c1ccc(Oc2ccc([N+](=O)[O-])cc2)cc1 (centres undefined) in Tb MetRS inh → -0.7
# COc1ccc(CNC(=O)C(=O)NCC2CCCN2S(=O)(=O)c2cccs2)cc1 (centres undefined) in MsrA act → -3
# NC(=O)c1cc(S(=O)(=O)N2CCN(c3cccc(Cl)c3)CC2)cs1 in MsrA act → -12
# O=C(CSc1cccc[n+]1[O-])Nc1ccc([N+](=O)[O-])cc1Cl in PABP1 MLLE inh → 7

# Further entries follow.
compound	FAS TE block	CSN inh	Neddyl block	MsrA inh	Rin1-Abl PPI inh	PABP1 MLLE inh	MsrA act	Tb MetRS inh	eLon inh
CC(C)CC(CO)N1CCN(C(=O)c2ccc(Cl)c(Cl)c2)CCC1=O (centres undefined)	-8	1	i	-1.5	1	4	-1	-0.1	3
Cc1nnnn1/C(=C\c1ccccc1)C(=O)OCC(=O)NC1CCCCC1	23	1	i	0.0	0	-14	-1	-0.1	1
CCC(=O)N1CCc2cc(S(=O)(=O)CCC(=O)O)ccc21	-11	-3	i	0.6	-1	-15	-2	-1.0	-9
Cc1cc(Br)c(S(=O)(=O)NCc2cccnc2)cc1C	-6	-5	i	0.2	-3	-1	-2	-0.1	0
COc1cc(CCN(C(=O)c2cccc(S(C)(=O)=O)c2)C(CCc2ccccc2)c2nc3ccccc3[nH]2)cc(OC)c1 (centres undefined)	8	-1	i	-1.5	1	0	-3	0.5	-3
O=C1NC(=Nc2cccc(O)c2)S/C1=C\c1cccc([N+](=O)[O-])c1	11	1	i	4.0	2	-11	-4	0.4	1
O=S(=O)(NC1=NCCC1)c1cccc(NS(=O)(=O)c2ccc(F)c(Cl)c2)c1	-7	5	i	2.3	1	4	-1	-0.1	-10
Cc1oc(-c2cccs2)nc1CN1CCN(C(C)C)C(CCO)C1 (centres undefined)	-6	-5	i	-0.9	1	-3	-2	-0.4	9
Cc1cc(C)c(S(=O)(=O)c2cccc(Br)c2C)c(Cl)n1	16	1	i	1.1	1	7	-2	1.3	-6
O=C(NNC(=O)c1cccc(Cl)c1)NNC(=O)c1cccc(Cl)c1	-2	-4	i	0.2	1	-13	0	-0.2	-6
Cc1nc2ccc(N)cc2c(=O)n1Cc1ccc(Cl)cc1	-11	-3	nt	0.5	3	-8	-14	-1.0	-1
COc1ccc(N2CCN(C(=O)C(=O)c3cccc([N+](=O)[O-])c3)CC2)cc1	nt	-5	i	-0.1	nt	nt	nt	0.1	nt
CCOC(=O)C1=C(CSCc2ccccc2)NC(=O)NC1c1cc(C)ccc1C (centres undefined)	19	-4	i	0.7	0	0	0	-0.5	-1
CCOC(=O)Nc1ccccc1N1C(=O)c2ccccc2C1=O	-10	1	i	0.5	0	6	-5	0.1	-9
Cc1ccc2oc(=O)c3cnn(CC(=O)N4CCCCC4C)c3c2c1 (centres undefined)	0	-4	i	-0.9	2	-5	-2	-0.2	-3

# 3 compounds out of the list above, arranged by their value in MsrA inh, rising.
molecule	MsrA inh
Cc1ccc2oc(=O)c3cnn(CC(=O)N4CCCCC4C)c3c2c1 (centres undefined)	-0.9
Cc1nnnn1/C(=C\c1ccccc1)C(=O)OCC(=O)NC1CCCCC1	0.0
CCOC(=O)C1=C(CSCc2ccccc2)NC(=O)NC1c1cc(C)ccc1C (centres undefined)	0.7

# Other compounds
# The line under a structure holds: FAS TE block	CSN inh	Neddyl block	MsrA inh	Rin1-Abl PPI inh	PABP1 MLLE inh	MsrA act	Tb MetRS inh	eLon inh
- COCCNc1nc2ccccc2nc1NS(=O)(=O)c1ccc(C)cc1C
    -6	-6	+	0.4	-2	22	-3	0.2	-3
- O=C(c1ccc2c(c1)OCO2)[C@@H]1[C@@H]2C(=O)N(C3CCCCC3)C(=O)[C@@H]2C2c3ccccc3C=CN21 (some centres undefined)
    -8	0	i	0.0	-1	8	1	0.6	3
- CN(C)S(=O)(=O)c1ccc(NC(=O)Cn2c(-c3ccccc3)noc2=O)cc1
    6	3	i	1.7	6	23	1	0.0	3
- Cc1ccc(S(N)(=O)=O)cc1NC(=O)/C=C/c1ccc2c(c1)OCO2
    -6	6	i	1.9	-1	-4	-7	0.1	2
- CCOC(=O)c1nnn(-c2nonc2N)c1-c1ccc(Br)cc1
    6	2	i	-0.5	-2	1	-7	-1.0	-6
- Cc1cc2nnc(SCC(=O)N3CCOCC3)n2c2ccccc12
    -6	7	i	-0.5	1	0	-1	-0.5	-2
- CC(=O)c1ccc(N2CCN(C(=O)c3noc4c3CSc3ccccc3-4)CC2)cc1
    -6	4	i	2.4	1	-21	-2	0.0	-3
- CCCCNC(=O)[C@H](CSCc1ccccc1)N1Cc2ccccc2C1=O
    5	-1	i	0.3	4	7	-1	-0.5	-4
- COc1ccccc1C(=O)NCCC(=O)NCC(c1ccccc1OC)N1CCCC1 (centres undefined)
    -6	2	i	-0.5	-2	-8	5	-0.3	7
- CC(=O)Oc1ccccc1C(=O)N1CCN(S(=O)(=O)c2ccc3ccccc3c2)CC1
    4	-1	i	-0.3	-1	-22	1	-0.3	0
- NC(=O)c1ccc(-n2nnnc2SCc2ccc(F)cc2)cc1
    -2	4	i	-1.2	0	-7	-2	-0.8	10
- O=C(NCc1cccnc1)NC1(c2ccccc2)CC1
    -12	5	i	-1.8	5	11	-10	-0.9	2
- CC(C)CCC(O)(CCC(C)C)C(=O)NN1CCCCC1
    -2	-2	i	-0.3	-2	-2	-2	0.7	0
- O=C(OCCNc1nc(-c2ccccc2)nc2ccccc12)c1ccncc1
    9	3	i	-0.1	-2	-14	-7	-0.1	-2
- CC(=O)Nc1sc(-c2ccc(Cl)cc2)nc1-c1ccccc1
    2	4	i	0.7	-3	-8	-9	-0.6	-2
- CCOc1ccc(S(=O)(=O)NCCC(=O)OCC(=O)c2ccc(NC(C)=O)cc2)cc1
    1	-4	i	0.7	2	-1	-2	-0.3	-13
- O=C(COc1cc2oc(=O)cc(-c3ccccc3)c2cc1Cl)NCC1CCC(C(=O)O)CC1 (centres undefined)
    -4	2	i	3.5	-1	-1	-6	-2.0	-3
- O=C(NCCCN1CCOCC1)C(=O)N/N=C/c1ccccc1Cl
    -3	-3	i	-1.1	-3	-14	-5	-0.4	5
- CCNc1ccc(S(=O)(=O)N(C)C)cc1NCC(=O)Nc1ccccc1Cl
    2	5	i	0.6	2	20	-2	-1.1	-5
- C=CCn1c(/N=C/c2ccc3c(c2)OCO3)nc2ccccc21
    -2	-1	i	0.4	-1	-1	-1	2.0	2
- CCCN1CCC(NC(=O)CCc2nnc(-c3ccccc3)o2)CC1
    -8	-3	i	-0.5	0	1	-1	-0.2	-3
- CNC(C)C(=O)NC(C(=O)NC(C)C(=O)Nc1cccc2ccccc12)C(C)C (centres undefined)
    -6	-3	i	0.4	-2	-4	-1	0.1	8
- O=C(NNC(=O)C1CCN(Cc2ccccc2)CC1)c1cccc(Cl)c1
    -9	6	i	0.4	-4	4	-4	-0.9	-6
- CCN1CCN(C(=S)Nc2ccsc2C(=O)OC)CC1
    -5	2	i	-0.1	0	0	0	-0.3	21
- Cc1ccccc1OCCNC(=O)CNC(=O)c1ccccc1O
    -5	0	i	nt	1	-8	-1	-0.2	1
- O=S(=O)(c1cc(Cl)ccc1Cl)N1CCNCC1
    -7	3	i	0.3	-4	0	-2	-0.2	-6
